Compound activity as filed in PubChem BioAssay.
IL1B NFkB pot = enhancers of NFkB p65 translocation in HUVEC – imaging, IL-1B stimulus, high-content imaging, primary screen. hit rate 0.3% among 94,000. HUVEC IL-1B NFkB p65 nuclear translocation imaging. activation, % at 2 µM. AID 819, 2007;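 active = activation above 40%, about the mean plus 3 SD, also judged a hit on visual image review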;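 also: percent activation is computed from the nuclear over cytoplasmic p65 intensity ratio; values of inactives mirror those of a sister screen read the other way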
IL1B NFkB inh = inhibitors of IL-1B driven NFkB p65 nuclear import, primary screen, imaging, HUVEC, IL-1B stimulus, high-content imaging. HUVEC IL-1B NFkB p65 nuclear translocation imaging. inhibition, % at 2 µM. hit rate 0.43% among 94,000. AID 796, 2007;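 active = inhibition above about 30% together with a positive call from visual inspection of the well image, limit read from the data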;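 also: nuclear over cytoplasmic p65 intensity ratio measured by imaging; 0% = IL-1B stimulated DMSO wells and 100% = unstimulated DMSO wells; values of inactives mirror those of a sister screen read the other way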
MRP reversal = reversal of MRP1-mediated doxorubicin resistance, primary screen, H69AR cells, doxorubicin co-treatment; hit rate 0.04% among 85,000; differential viability (reversal), % at 10 µM; AID 602, 2007; H69AR cells + 2 uM doxorubicin, CellTiter-Glo, 72 h;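 active = viability drop by adding the cancer drug above about 55%, with treated viability meeting a 40% cutoff, limit read from the data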;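 also: viability without doxorubicin minus viability with 2 µM doxorubicin for each compound; larger differential means the compound sensitizes cells more to doxorubicin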
PLAP inhibition = PLAP enzyme inhibitors, biochemical, luminescence, HTS (AID 690). Alkaline phosphatase, placental type (Homo sapiens). purified PLAP, luminescent substrate; higher % means a stronger effect. inhibition, % at 20 µM, or IC50 in µM where a hit was titrated. hit rate 0.08% among 96,000; in the data active = a potency from the dose series; inactive = the rest, 99 in 100 with inhibition below about 30%; also: strong numbers were not always called active
Bcl-B displacement = displacers of TR3 peptide from Bcl-B, primary screen, selectivity assay for Bfl-1 inhibitor project, biochemical, fluorescence polarization; FP displacement of FITC-TR3 peptide from Bcl-B; higher % means a stronger effect; hit rate 0.11% among 96,000; Bcl-2-like protein 10 (Homo sapiens); displacement, % at 20 µM; hits with a dose series show IC50 in µM;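 active = displacement above 50% at 20 µM plus a fluorescence interference ratio under 1.5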;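 also: plate controls were wells without compound for no effect and wells lacking Bcl-B protein for full effect; a part of the inactive calls stands beside numbers as strong as those of hits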
MRP reversal cytotoxicity = also measured in MRP reversal; calls as there; viability, %; H69AR cells, CellTiter-Glo, 72 h; measured here: cytotoxicity without doxorubicin
MRP reversal with doxorubicin = further read-out of MRP reversal, marked with its call; viability, %; measured here: viability with 2 uM doxorubicin; active compounds read low
IL1B NFkB inh cell count 2 µM = second read-out of IL1B NFkB inh, no call of its own (marks repeat the call); cell count; measured here: cells passing quality filter;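 raw number of nuclei counted in each imaged well without normalization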
IL1B NFkB pot cell count 2 µM = recorded beside IL1B NFkB pot, whose call it bears; cell count; measured here: cells passing quality filter
Active calls of the source: *; . = not tested or not shown. An excerpt; the hit share may differ from the screen's.

SMILES	IL1B NFkB pot	IL1B NFkB pot cell count 2 µM	IL1B NFkB inh	IL1B NFkB inh cell count 2 µM	MRP reversal	MRP reversal cytotoxicity	MRP reversal with doxorubicin	PLAP inhibition	Bcl-B displacement
COC(=O)c1cc(NC(=O)Nc2cc(OC)ccc2OC)cc(C(=O)OC)c1	18	123	-18	123	-9	42	51	14%	0%
CN(C(=O)c1ccc(Cl)c(S(=O)(=O)N2CCOCC2)c1)c1ccccc1C(=O)O	3	110	-3	110	2	94	92	-10%	4%
Cc1ccc(C(=O)CSc2nnc(-c3cccs3)n2C)o1	2	175	-2	175	-4	98	102	18%	-5%
CCN(CC)CCN1C(=O)C(=O)/C(=C(/O)c2cnn(-c3ccccc3)c2C)C1c1cccs1 (stereo not drawn)	8	135	-8	135	.	.	.	-48%	-14%
COc1ccc(NC(=O)CN(c2ccccc2)S(=O)(=O)N(C)C)cc1OC	2	127	-2	127	2	101	99	-34%	49%
COc1ccc(NC(=O)COn2nnc3ccc(Cl)cc32)cc1OC	5	205	-4	205	-37	39	76	-24%	-5%
CCCn1nnc(NC(=O)c2ccco2)n1	-8	132	8	132	-4	75	79	14%	-5%
COc1ccccc1-n1c(=O)c2c3c(sc2n2c(SC(C)C)nnc12)CCC3	.	.	.	.	34	87	52	-29%	0%
COCCOc1cc(N2C(=O)CSCC2=O)c(Cl)cc1Cl	-2	66	2	66	.	.	.	0%	-6%
CCN(CCCNC(=O)c1c(C)cc(=O)oc1C)c1cccc(C)c1	23	48	-23	48	0	109	109	-40%	4%
CN1CCN(c2ncnc3c2[nH]c2ccc(F)cc23)CC1	.	.	.	.	-10	78	88	14%	-8%
CCOC(=O)CSc1nc2c(c(=O)[nH]c(=O)n2C)n1CCc1ccccc1	19	182	-19	182	8	89	81	9%	-10%
C=CCn1c(SC2CCOC2=O)nc2sc(CC)cc2c1=O (stereo not drawn)	-7	158	7	158	-16	71	87	3%	1%
CCCSc1nc(SCC(=O)NCc2ccccc2)c2c3c(sc2n1)COC(C)(C)C3	17	154	-17	154	-2	51	53	0%	1%
COc1ccc(OC)c2sc(NC(=O)CCSc3ccccc3)nc12	8	178	-8	178	3	47	44	-4%	3%
CCOC(=O)C(NC(=O)c1ccc(OC)cc1)(N1CCOCC1)C(F)(F)F (stereo not drawn)	-7	113	7	113	-6	97	102	19%	-6%
O=c1/c(=C/c2ccco2)sc2n1CN(c1cccc(Br)c1)CN=2	-9	53	9	53	-1	32	33	27%	4%
CN(C)/C=N/c1ncc(C(=O)c2ccc3ccccc3c2)s1	5	136	-5	136	.	.	.	-36%	1%
CCOc1ccc(NC(=O)Nc2ccc3nccnc3c2)cc1	-16	107	16	107	3	74	71	-16%	10%
CCn1c(=O)cc(SCC(=O)NCc2cccnc2)c2ccccc21	-22	105	22	105	-3	78	81	-14%	-7%
O=C(CNC(=O)c1ccc([N+](=O)[O-])cc1)N/N=C\c1ccc(OC(=O)c2ccccc2)cc1	14	153	-14	153	.	.	.	-22%	-9%
CCc1ccc(Oc2cc(C)nc(N)n2)cc1	-8	99	8	99	11	86	75	.	.
Cc1ccc(Cl)cc1NC1=NC(=S)N(C(C)C)C12CCCCC2	-4	169	4	169	5	86	81	.	.
Cn1c(=O)c2c(nc(NCCc3ccccc3)n2CC(=O)NCCc2ccccc2)n(C)c1=O	8	136	-8	136	-28	64	91	6%	-2%
CC1CCCN(CCCNC(=O)c2coc3nc4ccccc4nc23)C1 (stereo not drawn)	6	166	-6	166	7	100	94	-62%	-26%
O=C(COc1ccc(S(=O)(=O)N2CCCC2)cc1Cl)NC1CCCC1	18	170	-18	170	7	87	80	-13%	4%
CN(C)S(=O)(=O)c1cccc(C(=O)NCc2ccco2)c1	15	118	-15	118	24	88	65	-5%	-5%
O=C(Nc1ccc(NC(=O)c2ccco2)cc1)c1ccc2c(c1)OCO2	2	161	-2	161	.	.	.	-10%	-2%
COc1ccc(NC(=O)Cn2nc(C(F)(F)F)c3c2CCCC3)c(OC)c1	13	142	-13	142	-1	101	102	14%	-8%
Cc1ccc(C)c(S(=O)(=O)NCC(=O)Nc2sc3c(c2C(N)=O)CCC(C)C3)c1 (stereo not drawn)	-1	165	1	165	.	.	.	6%	-6%
CON/C=C(\C=Nc1ccc(Cl)cc1Cl)c1ncc(C(F)(F)F)cc1Cl	-1	122	0	122	.	.	.	19%	0%
CN(C)C(=O)c1cc2cc([N+](=O)[O-])ccc2s1	12	192	-12	192	.	.	.	-12%	-5%
CCOC(=O)CSc1nnnn1-c1cc(OC)c(Cl)cc1OC	2	97	0	97	.	.	.	2%	6%
O=C(Nc1cccc(C(F)(F)F)c1)c1cc2c(=O)c3ccccc3oc2nc1C(F)(F)F	-5	173	5	173	.	.	.	9%	-3%
COc1cc(CN2CCN(C(=O)CC(C)C)CC2)cc(OC)c1O	.	.	.	.	24	96	72	-41%	0%
COCCCNC(=O)Cn1ncc2c(=O)oc3ccccc3c21	-6	190	6	190	.	.	.	-27%	-23%
Cc1noc(C)c1C(=O)OCC(=O)Nc1ccccc1C(=O)NC(C)c1ccccc1 (stereo not drawn)	-5	136	5	136	14	95	81	.	.
O=C(c1ccc(S(=O)(=O)N2CCOCC2)cc1)N1CCN(c2cccc(Cl)c2)CC1	16	172	-16	172	5	66	60	-43%	-11%
COc1cc(/C=C2\SC(c3ccc(C)cc3)=NC2=O)ccc1O	16	110	-16	110	.	.	.	35%	-13%
CCCc1nc(NCc2ccc3c(c2)OCO3)c2nnn(Cc3ccccc3Cl)c2n1	6	159	-6	159	2	25	23	.	.
CCOC(=O)c1[nH]c(COC(=O)CCOc2ccccc2OC)c(C(=O)OCC)c1C	9	118	-9	118	.	.	.	-15%	-9%
CC1(C)Cc2ccccc2-c2c1c(=O)n(Cc1ccccc1)c1nnnn21	28	170	-28	170	6	89	83	.	.
COc1ccccc1N1CCN(c2cc(=O)n(-c3ccccc3Cl)c(=O)[nH]2)CC1	-1	171	2	171	-2	80	82	-8%	8%
CCOc1ccc(OCC(=O)N2CCOCC2)cc1	10	126	-10	126	2	93	91	13%	-5%
Cc1ccnc(SCCn2c(N3CC(C)CC(C)C3)nc3c2c(=O)n(C)c(=O)n3C)n1 (stereo not drawn)	.	.	.	.	-8	64	72	-54%	-11%
COc1ccc(Cc2nnc(NC(=O)c3c(-c4ccccc4)noc3C)s2)cc1	0	132	0	132	-48	65	113	-19%	-3%
CCC(CC)c1nc(NCCC(=O)O)c2ccccc2n1	20	193	-20	193	9	100	91	-5%	0%
CC1=CC(C)(C)N(S(=O)(=O)c2ccc(C)cc2)c2cc(C)ccc21	0	133	0	133	-19	35	54	25%	5%
CC1CCCCN1CCNC(=O)C1CCN(S(=O)(=O)N2CCCCC2)CC1 (stereo not drawn)	6	126	-6	126	7	97	90	-14%	1%
CC(C)(C)C(=O)CSc1nccc(=O)[nH]1	-3	169	3	169	8	90	81	-7%	2%

The last four entries of the section above lead into the next.
SMILES	IL1B NFkB pot	IL1B NFkB pot cell count 2 µM	IL1B NFkB inh	IL1B NFkB inh cell count 2 µM	MRP reversal	MRP reversal cytotoxicity	MRP reversal with doxorubicin	PLAP inhibition	Bcl-B displacement
CCC(CC)c1nc(NCCC(=O)O)c2ccccc2n1	20	193	-20	193	9	100	91	-5%	0%
CC1=CC(C)(C)N(S(=O)(=O)c2ccc(C)cc2)c2cc(C)ccc21	0	133	0	133	-19	35	54	25%	5%
CC1CCCCN1CCNC(=O)C1CCN(S(=O)(=O)N2CCCCC2)CC1 (stereo not drawn)	6	126	-6	126	7	97	90	-14%	1%
CC(C)(C)C(=O)CSc1nccc(=O)[nH]1	-3	169	3	169	8	90	81	-7%	2%
CC(C)OC(=O)CCC1(C(=O)O)CCC(=O)NC1 (stereo not drawn)	15	120	-15	120	.	.	.	8%	-10%
CCc1ccc(/C=C2/SC(=S)N(CC(=O)Nc3nc4ccccc4s3)C2=O)cc1	19	165	-19	165	.	.	.	26%	-31%
CCOCCCNC(=S)NCCNc1nc2c(C)cccc2cc1C#N	0	109	0	109	.	.	.	-57%	1%
CCCc1nccn1S(=O)(=O)c1cc(OC)ccc1OC	7	173	-7	173	13	93	79	-54%	2%
Cc1cccc(N(C)S(=O)(=O)c2ccc3c(c2)CCC(=O)N3)c1	2	104	-2	104	.	.	.	5%	-24%
O=[N+]([O-])c1ccc(N2CCN(S(=O)(=O)c3ccc(Cl)cc3)CC2)cc1NCc1cccnc1	0	124	0	124	.	.	.	-24%	1%
COc1ccc(-n2ncc3c(N4CCC(C(N)=O)CC4)ncnc32)cc1	15	130	-14	130	0	82	83	.	11%
Cc1cc(C)c2c(C)c(C(=O)NCc3ccncc3)oc2c1	3	124	-3	124	16	101	85	.	.
O=C(CNCC1CCCO1)Nc1ccc(N2CCCCCC2)cc1 (stereo not drawn)	.	.	.	.	-6	83	90	-50%	-4%
O=C(Nc1ccc(F)c(F)c1)c1cc(S(=O)(=O)N2CCN(c3ccccn3)CC2)ccc1F	-6	104	6	104	9	56	48	12%	3%
CCN(CC)C(=O)CSc1nnc([C@@H](N)Cc2ccccc2)o1	.	.	.	.	.	.	.	-10%	-9%
COCC(=O)Nc1ccccc1C#N	2	190	-2	190	.	.	.	23%	11%
Cc1ccc(C2CC(C(F)(F)F)n3nc(C(=O)NCc4ccco4)cc3N2)cc1 (stereo not drawn)	0	108	0	108	4	76	71	-26%	-4%
Cc1c(C(=O)O)oc2c1C(O)CCC2 (stereo not drawn)	6	204	-6	204	0	96	96	1%	6%
O=C(Cn1c(=O)oc2cc(S(=O)(=O)N3CCCCCC3)ccc21)NC1CCCCCCC1	-12	185	12	185	1	87	85	7%	1%
O=C(NCCc1ccccc1)C1CCN(S(=O)(=O)N2CCC3(CC2)OCCO3)CC1	-12	108	12	108	35	98	64	11%	0%
O=C1CSC(c2ccccn2)N1Cc1cn2ccccc2n1 (stereo not drawn)	-1	173	1	173	-5	94	98	-22%	38%
COC(=O)C1C(O)=C(C=NC2CCCCC2)C(=O)CC1(C)C (stereo not drawn)	22	90	-22	90	.	.	.	-38%	2%
Cc1cc(NC(=O)CSc2nc3ccsc3c(=O)n2NC(=O)c2ccccc2)no1	-6	71	6	71	3	103	100	.	.
Cc1ccc(SC(C)c2nc(-c3ccncc3)no2)cc1 (stereo not drawn)	10	121	-10	121	23	95	72	-42%	-8%
CC(C)(C)C(=O)CSc1nnc(-c2cccs2)n1CC1CCCO1 (stereo not drawn)	-4	182	4	182	22	104	81	-1%	-2%
Cc1cccc(N2C(=O)CC(Sc3nc(C)c4c(n3)CCCC4)C2=O)c1 (stereo not drawn)	-6	116	6	116	-6	86	93	-7%	-2%
CCCc1nc(-c2cc3ccc(C)cc3[nH]c2=O)no1	-8	24	8	24	0	101	101	.	.
CC1=C(C#N)C(Nc2ccc(Cl)cn2)(C(F)(F)F)C(=O)N1 (stereo not drawn)	-6	138	6	138	11	94	83	-5%	-11%
CC1(C)CC(=O)C2=C(C1)N=C1SCCC(=O)N1C2c1ccc(C(F)(F)F)cc1 (stereo not drawn)	-5	184	5	184	.	.	.	-16%	-9%
Cc1ccc(-c2noc(=O)n2CC(=O)Nc2ccc(S(=O)(=O)NC3CC3)cc2)cc1	-12	176	12	176	-14	94	108	-9%	-9%
O=C(c1coc2ccc(O)cc12)C1CC1	-1	142	1	142	14	99	85	-22%	13%
O=C(CN(C1CCCCC1)S(=O)(=O)c1ccc(F)cc1)NCCCO	-9	115	9	115	2	105	102	-13%	-3%
